# Source: PubChem BioAssay (Emory University Molecular Libraries Screening Center)
# EP2 antag: human EP2 receptor antagonists, primary screen, TR-FRET cAMP, C6 glioma cells; Prostaglandin E2 receptor EP2 subtype (Homo sapiens), P43116; C6 glioma cells expressing human EP2; cells stimulated with saturating PGE2; inhibition, % at 25 µM; 0.52% of 260,000 active;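 active = percent inhibition above 40 after rounding to a whole number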;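 also: rat C6 glioma host cells with rolipram phosphodiesterase inhibitor present; the protocol text gives 20 µM as final concentration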
# Target sequence (P43116 whole entry, looked up): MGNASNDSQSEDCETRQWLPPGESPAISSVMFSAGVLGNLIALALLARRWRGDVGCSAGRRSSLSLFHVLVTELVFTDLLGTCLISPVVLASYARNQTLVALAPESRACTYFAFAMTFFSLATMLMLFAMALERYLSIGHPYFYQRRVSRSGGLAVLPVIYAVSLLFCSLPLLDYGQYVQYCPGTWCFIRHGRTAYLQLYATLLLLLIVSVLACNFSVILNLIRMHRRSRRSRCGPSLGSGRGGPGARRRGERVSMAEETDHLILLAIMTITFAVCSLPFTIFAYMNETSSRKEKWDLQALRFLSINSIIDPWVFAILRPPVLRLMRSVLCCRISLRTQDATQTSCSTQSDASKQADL
# * = called active by the depositor. An excerpt; the hit share may differ from the screen's.
molecule	EP2 antag
CC1(C)[C@@H]2CC[C@@](C)(C2)[C@@H]1OC(=O)c1ccccc1C(=O)O	8.1
Cc1cc(C)n2ncc(C(=O)NC(C)c3ccccc3)c2n1 (configuration not stated)	9.5
CC1CCN(C(=O)Cn2c(SCC(=O)c3ccccc3F)nc3ccccc32)CC1	10.5
O=C(Cn1nc2c3ccccc3nc(C3CC3)n2c1=O)NC(c1ccccc1)c1ccccc1	8.4
CC(=O)N/C(=C/c1ccc2c(c1)OCO2)C(=O)OCC(=O)c1ccc(Cl)cc1	7.7
CCn1c(CSc2nc(C)cc(C)n2)nnc1SCc1ccccc1	5.8
Cc1cc(C)nc(NC(=O)c2ccccc2C(=O)O)n1	13.4
CCOc1cc(OCC)cc(C(=O)Nc2ccc3oc(-c4ccncc4)nc3c2)c1	9.2
Cc1noc(C)c1CCC(=O)Nc1ccc(-c2cn3c4c(nnc3n2)CCCC4)cc1	6.5
COc1ccc(CC(=O)NCCn2nc(-c3cccs3)ccc2=O)cc1	3.5
CCOC(=O)c1c(-c2ccccc2)csc1NC(=O)CCC(=O)NCc1ccco1	9.8
O=C1CCCC2=C1C(c1ccc3c(c1)OCO3)c1c([nH]c(=O)[nH]c1=O)N2 (configuration not stated)	12.6
Cc1ccc(N2CCCC2=O)cc1S(=O)(=O)NC1(c2ccccc2F)CC1	4.8
Cc1ccc(-c2nnc(-c3ccc4ccccc4c3)o2)cc1	8.1
CCOc1ccc(C2NC(=O)C(O)=C2C(C)=O)cc1 (configuration not stated)	11.2
CCC(=O)N1CCCc2cc(C(O)CN3CCC(OCc4ccccc4)CC3)ccc21 (configuration not stated)	3.0
CCOCCCNC(=O)CSc1nnc2c3cc(CC)ccc3n(C)c2n1	7.9
COc1ccc(-n2nnnc2SCC(=O)Nc2ccc(N(C)C)cc2)cc1	8.8
COc1ccc(C2(NC(=O)c3cc(C(C)(C)C)nn3C)CCCCC2)cc1	6.0
OCCCn1c(C(CO)Nc2nc(-c3ccc(Cl)cc3)cs2)nc2ccccc21 (configuration not stated)	6.3

# Next part:
molecule	EP2 antag
O=C(O)[C@@H](O)[C@@H](O)[C@@H](O)[C@@H](O)c1nc2ccccc2s1	8.5
Cc1cc2cc3c(cc2nc1SCC(=O)c1ccccc1)OCO3	12.7
CC1(C)CC(O)CC(C)(CN=Cc2c(O)n(-c3ccc(Br)cc3)c(=O)[nH]c2=O)C1 (configuration not stated)	15.4
Oc1ccccc1-c1nc2ccccn2c1NC1CCCC1	16.4
CC(C)C(=O)c1cn(CC(=O)NC2CCCCC2)c2ccccc12	9.8
COCCn1nnnc1CN(Cc1ccc(OC)cc1)Cc1cc2c(C)cc(C)cc2[nH]c1=O	9.5
COC(=O)c1c(NC(=O)Cn2nnc3ccccc32)sc2c1CCCC2	18.4
CCOc1ccc(NC(=S)N(CCCO)Cc2cc3ccc(C)c(C)c3[nH]c2=O)cc1	10.7
COc1ccccc1NC(=O)N(Cc1ccc2c(c1)OCO2)Cc1cc2cccc(C)c2[nH]c1=O	5.5
COc1ccc(CCNc2c(-c3cn(C)nc3C)nc3cnccn23)cc1OC	9.6
Cc1c(C(=O)O)ccc2c1NC(c1ccc(OCC#N)cc1)C1CC=CC21 (configuration not stated)	5.0
CC(C)(CO)NC(=O)C1CC(c2ccc(Cl)cc2)=NO1 (configuration not stated)	10.4
Cn1c(=O)c2c(ncn2CN2CCN(Cn3cnc4c3c(=O)n(C)c(=O)n4C)CC2)n(C)c1=O	45.9*
CCn1c(SCC(=O)c2cc(C)ccc2C)nnc1-c1ccco1	16.2
CN(C)CCCn1cnc2cc(Cl)c(Cl)cc21	10.7
Cc1nc2c(C(=O)Nc3ccccc3)snc2c(=O)[nH]1	18.9
O=C(O)[C@@H]1CS[C@]2(CCCN(Cc3ccccc3)C2)N1	46.7*
COC(=O)c1cccc(S(=O)(=O)N(Cc2cccs2)Cc2cc3ccc(C)cc3[nH]c2=O)c1	8.9
CC(C)OCCCNC(=O)C(=O)NCc1cccs1	10.9
Cc1cccc2c(=O)c(NC(=O)N3CCn4cnnc4C3)c[nH]c12	4.0

# Next part
molecule	EP2 antag
O=c1[nH]c2ccc(S(=O)(=O)NCc3ccccc3CN3CCCC3)cc2[nH]1	7.8
CCC(CN1CCN(C)CC1)NC(=O)Cc1sc(C)nc1-c1ccc(C)cc1C (configuration not stated)	10.0
O=C(CN(c1ccc2c(c1)OCCO2)S(=O)(=O)c1ccccc1)NCc1cccnc1	11.2
CCOC(=O)CN1C(=O)N[C@@H](c2cccc(C(F)(F)F)c2)C(C(C)=O)=C1C	-3.8
Cc1ccc(C)c2[nH]c(=O)c(CN(Cc3ccccc3)C(=S)NCCCN(C)C)cc12	12.3
CC(=O)OCC(=O)[C@H]1CCC2C3CC=C4C[C@@H](O)CC[C@]4(C)C3CC[C@@]21C (some centres not stated)	10.9
COc1ccc(-c2nnc(SCC(=O)N(C(C)C)C(C)C)o2)cc1	5.9
CCOc1ccc(N(CC(=O)N2CCN(c3ccccc3F)CC2)S(C)(=O)=O)cc1	26.1
O=c1cc(-c2cc(O)c(O)c(O)c2)oc2cc(O)cc(O)c12	14.3
CCCc1nc2ccc(NC(=O)C(C)(C)C)cc2c(=O)n1Cc1cccc(Cl)c1	10.3
COc1ccc(N2CC(C(=O)OCC(=O)Nc3ccc(F)cc3)CC2=O)cc1 (configuration not stated)	10.0
CC(C)(C)c1ccccc1NC(=O)CSc1nc(-c2ccco2)cc(C(F)(F)F)n1	2.7
C=CCn1c(SCC(=O)N2CCc3ccccc32)nc2sc(C)c(C)c2c1=O	11.8
COc1ccc2c(Cl)c(C(=O)Nc3ccccc3)sc2c1	13.4
C=CCNC(=O)c1c(NC(=O)COc2cccc(C)c2)sc2c1CCCC2	5.8
CCn1c(COc2cccc(C)c2)nnc1SCC(=O)N1CCCc2ccccc21	7.4
COc1ccc2cc(CN(C(=S)Nc3ccc(F)cc3)C3CCCC3)c(=O)[nH]c2c1	4.0
COc1ccc2[nH]c(=O)c(CN(Cc3ccc4c(c3)OCO4)S(=O)(=O)c3ccc(F)cc3)cc2c1	12.0
Cn1c(N2CCC(C(=O)NCCc3ccc(F)cc3)CC2)nc2ccccc21	6.1
Cc1ccc(OCc2nnc(SCC(=O)NC(C)(C)C)n2C)cc1	9.6

# More compounds
molecule	EP2 antag
CCC(c1nnnn1C1CCCC1)N(Cc1cc2ccc(C)cc2[nH]c1=O)C1CCCCC1 (configuration not stated)	10.5
Cc1oc2ccccc2[n+]1CCCS(=O)(=O)[O-]	10.3
CCc1[nH]c2ccc(C(=O)Nc3cccc(C(=O)N4CCOCC4)c3)cc2c1C	11.5
COCCNC(=S)N(CCO)Cc1cc2cc(C)cc(C)c2[nH]c1=O	11.4
Cc1cccc(N(CC(=O)NC(C)(C)C)C(=O)c2snc(C(=O)NC3CCCCC3)c2N)c1C	18.0
Cc1cc2sc(N)nc2cc1N	9.8
COCCNC(=O)c1cn(C(C)c2ccc(C)cc2)nn1 (configuration not stated)	20.0
O=C(CCCC(=O)OCC(=O)c1cccs1)Nc1ccc(Cl)c(Cl)c1	9.1
Cc1nc(N(C)C)c(C#N)c(C)c1[N+](=O)[O-]	6.7
COc1ccc2cc(CN3CCC(O)(c4ccccc4OC)CC3)c(OC)nc2c1	5.6
Cc1cccc(C)c1OCc1nc2c3cnn(C)c3ncn2n1	15.6
Cc1cccc(NS(=O)(=O)c2ccc(NC(=O)c3ccco3)cc2)c1	10.4
O=C(O)CCCn1c(=O)oc2ccccc21	15.8
CC(C)n1c(SCC(=O)c2ccccc2F)nc2c1c(=O)n(C)c(=O)n2C	18.4
CCOc1ccc2[nH]c(=O)c(CN(C(=O)Nc3cccc(Cl)c3)C3CC3)cc2c1	15.3
CCOC(=O)c1ccc(NC(=O)Cn2cc(C(C)=O)c3ccccc32)cc1	13.5
CC[C@@]1(O)C(=O)OCc2c1cc1n(c2=O)Cc2cc3cc(O)ccc3nc2-1	6.7
COC(=O)c1c(NC(=O)Cc2cccs2)sc(C(=O)Nc2cc(C)ccc2C)c1C	11.1
CCOc1ccc(NC(=O)c2sc(NC(=O)c3ccccc3F)c(C(=O)OC)c2C)cc1	9.5
CCC(=O)OC1(C)C(=O)C=C2C=C(CCCCNC(=O)OC(C)(C)C)OC=C2C1=O (configuration not stated)	7.5

# (cont.)
molecule	EP2 antag
COc1ccc(-n2nnnc2SCC(=O)Nc2ccc(N(C)C)cc2)c(OC)c1	10.3
CCC1(CC)C(=O)C2=C3C1[C@H](C(=O)OC)CC(C(=O)OC)C[C@H]3[C@H]1C(=O)N(c3ccccc3)C(=O)[C@H]1[C@H]2C (some centres not stated)	6.7
COc1ccc(NC(=O)C2CCN(c3ncccn3)CC2)cc1	10.0
FC(F)(F)c1nc2nc(Cl)c(Cl)nc2n1CCCN1CCOCC1	46.0*
Cc1ccc(S(=O)(=O)Nc2ccc3nc(-c4cccnc4)[nH]c3c2)cc1	8.6
CCCN(Cc1cc2cc(OC)ccc2[nH]c1=O)C(=O)c1ccccc1C	14.8
Cc1ccccc1CC(=O)NCCn1nc(-c2cccs2)oc1=O	5.5
CC1(c2nnc(-c3cccc(Cl)c3)o2)CC(c2cccnc2)=NO1 (configuration not stated)	6.2
Cc1ccc2oc(-c3ccccc3)c(CN3CCOCC3)c(=O)c2c1	6.0
CCCCCC(C)N (configuration not stated)	6.0
CCOc1ccccc1OCC(=O)Nc1nnc(C(C)C)s1	7.8
Cc1nn(CCC(=O)N2CCc3onc(-c4ccccc4F)c3C2)c(C)c1C	1.1
CCOC(=O)C1=C(C)Nc2nnnn2C1c1cccc(O)c1 (configuration not stated)	9.7
CCc1ccc(NC(=O)CSc2nnc(-c3ccoc3C)n2CCOC)cc1	9.2
Cc1cc(=O)oc2cc(OC(C)C(=O)NC3CCCC3)ccc12 (configuration not stated)	10.4
COC(=O)c1c(NC(=O)c2ccc3c(c2)OCO3)sc(C(=O)N2CCCCC2)c1C	16.6
COc1ccc2c(c1)N(C)/C(=c1\s/c(=C3\SC(=S)N(C)C3=O)n(C)c1=O)S2	17.4
CC(O)CN(Cc1ccc2c(c1)OCO2)Cc1cnn(-c2ccc(F)cc2)c1 (configuration not stated)	7.7
CCOc1ccccc1NC(=O)c1sc(NC(=O)c2ccc3c(c2)OCO3)c(C(=O)OC)c1C	6.2
CCCn1nnc(NC(=O)COc2ccc(C(C)C)cc2)n1	4.5

# Next section:
molecule	EP2 antag
C=CCOC(=O)C1=C[C@H](C2CCCCC2)C[C@H](OCc2ccc(CO)cc2)O1	11.5
COC(=O)CSc1nnc(-c2ccc(OC)c(OC)c2)n1-c1ccccc1	14.1
COc1cccc(C(O)CN2CCC(O)(c3ccc4c(c3)OCO4)CC2)c1 (configuration not stated)	8.9
c1ccc(CCn2nnnc2C(c2cccs2)N2CCc3ccccc3C2)cc1 (configuration not stated)	7.9
c1cc(N2CCOCC2)ccc1CN1CCn2cnnc2C1	2.9
CCC(OC(=O)CNC(=O)c1ccco1)C(=O)c1ccccc1 (configuration not stated)	16.6
N#Cc1cc2ccccc2nc1SCC(=O)N1CCc2ccccc21	16.9
CS(=O)(=O)N1CCc2cc(C(=O)Nc3ccccc3F)ccc21	6.5
O=C(Nc1ccccc1N1CCOCC1)c1cccc(Cl)c1	6.9
CCOc1ccc(C(C(=O)NC2CCCC2)N(C(=O)c2ccco2)C2CCCC2)cc1 (configuration not stated)	4.6
Cc1ccc(-c2nnn(CC(=O)N(CC(=O)NC3CCCCC3)Cc3ccc(F)cc3)n2)o1	11.1
COc1cccc(NC(=O)c2c(O)c3cc(OC)c(OC)cc3[nH]c2=O)c1	11.7
CC(=O)Nc1ccc(Nc2ccc([N+](=O)[O-])cn2)cc1	7.8
COC(=O)C1=C(C(C)=O)C(c2ccc(F)cc2)n2nnnc2N1 (configuration not stated)	13.0
COc1ccc(-c2cc(C(F)(F)F)nc(SCCC(=O)N(C)Cc3cnn(C)c3)n2)cc1	7.4
CCN1/C(=C/c2ccc3cc(OC)ccc3[n+]2CC)Sc2cc(C)ccc21	63.9*
Cc1ccc2cc(CN(CCN(C)C)C(=S)Nc3cccc(Cl)c3)c(=O)[nH]c2c1	5.8
COc1ccccc1CCCNC(=O)c1cc(-c2cnn(C)c2)n[nH]1	4.5
CCc1nn2c(N3CCC(O)CC3)c3c(nc2c1-c1cccs1)CCC3	10.6
COc1ccc(C(C(=O)NC2CCCC2)N(C(=O)c2ccco2)c2cc(C)cc(C)c2)cc1OC (configuration not stated)	11.7

# No new results follow: entries from further up.
molecule	EP2 antag
O=C(O)[C@@H](O)[C@@H](O)[C@@H](O)[C@@H](O)c1nc2ccccc2s1	8.5
Cc1cc2cc3c(cc2nc1SCC(=O)c1ccccc1)OCO3	12.7
CC1(C)CC(O)CC(C)(CN=Cc2c(O)n(-c3ccc(Br)cc3)c(=O)[nH]c2=O)C1 (configuration not stated)	15.4
Oc1ccccc1-c1nc2ccccn2c1NC1CCCC1	16.4

# Following part:
molecule	EP2 antag
O=C1NCCCCC1NC(=S)Nc1ccccc1 (configuration not stated)	1.8
CCCn1c(COc2ccc(C(=O)O)cc2)nc2ccccc21	10.7
COc1cc(C(=O)Nc2nnc(C3CCCC3)s2)cc(OC)c1OC	17.7
OC(CN1CCC(O)(c2ccc3c(c2)OCO3)CC1)c1ccc(Cl)cc1 (configuration not stated)	5.8
COc1ccc(C(CNS(=O)(=O)c2cn(C)nc2C)N2CCOCC2)cc1 (configuration not stated)	6.6
COc1ccccc1NC(=O)Cc1csc(NC(=O)c2ccc(F)cc2)n1	15.2
CCCC(=O)N(C)Cc1cc2cc(OC)ccc2[nH]c1=O	3.7
O=C(CN(C1CCCCC1)S(=O)(=O)c1ccc(Cl)cc1)NCc1ccccn1	10.3
Cc1cc(NC(=O)COc2ccc3ccccc3c2)no1	11.9
CCOC(=O)c1c(NC(=O)CSc2nnnn2-c2cccc(F)c2)sc(C(C)=O)c1C	13.5
